# High-throughput results (PubChem)
# NPSR antag = qHTS Assay for Antagonists of the Neuropeptide S Receptor: cAMP Signal Transduction | Q6W5P4 | CHO-NPSR cells, cAMP TR-FRET, antagonist mode | Potency, µM (highest dose often 38.3 µM), without a hit: at the highest dose activity change, negative = inhibition, usual class: inhibitors | 1% of 220,000 active | AID 1461, 2008; note: potency is the fitted concentration of half-maximal effect; % is set by controls: 0 for no effect and ±100 for the full control effect; nearly all actives have a fitted effect of over 50% in size; many of its hits are not listed in these tables
# CBFb-RUNX1 inh = qHTS Assay for Compounds Blocking the Interaction Between CBF-beta and RUNX1 for the Treatment of Acute Myeloid Leukemia | AlphaScreen CBFb-His/RUNX1-biotin binding, biochemical | 230,000 tested, under 10 active | Runt-related transcription factor 1 (Homo sapiens) + Core-binding factor subunit beta … | Potency, µM (series often up to 59.8 µM), for the others: at the top dose activity, negative = inhibition, most hits filed as inhibitors; note: % of control where 0% means no effect
# Target sequence (Q01196 whole entry, looked up): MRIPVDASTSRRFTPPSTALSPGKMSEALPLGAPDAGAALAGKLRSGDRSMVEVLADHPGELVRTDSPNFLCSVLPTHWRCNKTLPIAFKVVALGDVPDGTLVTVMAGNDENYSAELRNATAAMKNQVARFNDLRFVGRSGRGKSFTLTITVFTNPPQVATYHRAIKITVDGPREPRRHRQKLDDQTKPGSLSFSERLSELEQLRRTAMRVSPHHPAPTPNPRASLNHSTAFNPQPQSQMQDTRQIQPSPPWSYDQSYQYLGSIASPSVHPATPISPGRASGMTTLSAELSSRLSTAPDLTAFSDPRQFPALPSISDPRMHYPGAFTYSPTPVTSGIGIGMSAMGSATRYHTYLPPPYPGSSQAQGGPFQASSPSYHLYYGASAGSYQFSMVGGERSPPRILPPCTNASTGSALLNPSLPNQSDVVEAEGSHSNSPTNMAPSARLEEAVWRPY
# Target sequence (Q13951 whole entry, looked up): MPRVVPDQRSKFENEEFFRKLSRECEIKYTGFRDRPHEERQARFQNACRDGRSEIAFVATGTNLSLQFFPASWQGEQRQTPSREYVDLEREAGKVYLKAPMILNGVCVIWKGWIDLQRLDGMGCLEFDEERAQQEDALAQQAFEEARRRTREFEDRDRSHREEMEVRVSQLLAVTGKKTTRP
#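 AlphaScreen binding: CBFb-His and RUNX1-biotin (30 nM each) preincubated 20 min, compound added for 15 min, then nickel and streptavidin beads for 90 min, all at room temperature. Disruption of the interaction by any mechanism counts as activity.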
# TRb-SRC2 inh = qHTS for Inhibitors of the Interaction of Thyroid Hormone Receptor and Steroid Receptor Coregulator 2. 0.065% of 280,000 active. AID 1469, 2008. TRbeta-SRC2 peptide binding, fluorescence polarization; receptor liganded with 1 µM T3. Potency, µM (doses to about 106 µM), inactives show at the highest dose activity change, negative = inhibition, hits mostly inhibitors;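 note: potency is the fitted concentration of half-maximal effect; plate controls were bound peptide for no effect and peptide without receptor for full effect; nearly all actives have a fitted effect of over 50% in size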
#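 A fluorescence polarization screen tested compounds at multiple concentrations against complex formation between 0.6 uM TRb ligand-binding domain and 20 nM Texas Red SRC2 peptide, with 1 uM T3 present; readout after 5 hr.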
# aGal spleen mod = qHTS Assay for Inhibitors and Activators of Human alpha-Galactosidase From Spleen Homogenate; Potency, µM (highest dose often 80 µM), inactives show at the top dose activity change, negative = inhibition, hits mostly inhibitors; 0.008% of 240,000 active; Alpha-galactosidase A (Homo sapiens), P06280; human spleen homogenate, 4MU-alpha-Gal fluorescence, 40 min;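 note: potency is the fitted concentration of half-maximal effect; 0% = enzyme with vehicle and -100% = no enzyme basal signal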
# Target sequence (P06280 32-429 limits assumed): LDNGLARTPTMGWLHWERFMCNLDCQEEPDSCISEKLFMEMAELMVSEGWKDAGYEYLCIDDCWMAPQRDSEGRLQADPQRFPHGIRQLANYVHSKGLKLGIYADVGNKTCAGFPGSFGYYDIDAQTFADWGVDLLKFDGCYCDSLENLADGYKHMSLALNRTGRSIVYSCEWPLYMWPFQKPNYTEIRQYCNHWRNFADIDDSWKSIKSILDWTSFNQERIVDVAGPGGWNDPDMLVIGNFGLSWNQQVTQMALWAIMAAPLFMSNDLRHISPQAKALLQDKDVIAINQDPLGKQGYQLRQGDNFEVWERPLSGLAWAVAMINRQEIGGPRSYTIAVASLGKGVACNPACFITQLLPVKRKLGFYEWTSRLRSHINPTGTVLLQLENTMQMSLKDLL
#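 Human spleen homogenate (1 ug) as enzyme source, 4-methylumbelliferyl-alpha-D-galactopyranoside 1 mM final, citrate/phosphate pH 5.0 with 0.01% Tween-20. Compounds 40 min at 37C, NaOH/glycine stop; fluorescence Ex 365/Em 440, Hill-fit AC50.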
# Tau fluor cs = Counterscreen qHTS for Inhibitors of Tau Fibril Formation, Fluorescence Polarization. Potency, µM (top dose mostly 57.7 µM), inactives show top-dose activity change, negative = decrease. tau K18 P301L (four-repeat tau fragment) Alexa594 fluorescence, heparin fibrillization. 0.93% of 280,000 active; note: potency is the fitted concentration of half-maximal effect; % is set by controls: 0 for no effect and ±100 for the full control effect; nearly all actives have a fitted effect of over 55% in size
#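 Human K18 P301L tau (15 uM unlabeled plus 0.24 uM Alexa 594-labeled, final) in 100 mM sodium acetate pH 7 was mixed with compound and 20 uM heparin and incubated 6 hr at 37 C.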
# TR SRC2 fluor cs = Total Fluorescence Counterscreen for Inhibitors of the Interaction of Thyroid Hormone Receptor and Steroid Receptor Coregulator 2; Potency, µM (titrated, usually from 106 µM), inactives show at the top dose fluorescence change, negative = quenching; 0.29% of 280,000 active; TRb/SRC2 Texas Red total fluorescence interference; AID 1479, 2009; active = well fitted curve in either direction with a large enough effect; inconclusive = small, poorly fitted or top-dose-only effect; note: potency is the fitted concentration of half-maximal effect; % is set by controls: 0 for no effect and ±100 for the full control effect
#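 Human TRβ ligand-binding domain (0.6 uM) and Texas Red SRC2 peptide (20 nM) in Tris buffer with 1 uM T3 and 5% DMSO were incubated with pinned compound for 5 hr at ambient temperature. Total fluorescence was computed as S + 2P (555/632 nm).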
# Tau fibril FP = qHTS for Inhibitors of Tau Fibril Formation, Fluorescence Polarization; Microtubule-associated protein tau (Homo sapiens), P10636; K18 P301L tau heparin fibrillization, Alexa594 FP, 6 h; Potency, µM (titrated, usually from 57.7 µM), without a hit: at the top dose activity, negative = inhibition, hits mostly inhibitors; 0.39% of 280,000 active; AID 1468, 2008; note: potency is the fitted concentration of half-maximal effect; % is set by controls: 0 for no effect and ±100 for the full control effect; nearly all actives have a fitted effect of over 55% in size
#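 Human K18 P301L fragment (15 uM unlabeled plus 0.24 uM Alexa 594-labeled) in 100 mM sodium acetate pH 7 with compound, aggregation induced by 20 uM heparin for 6 hr at 37 C. ThT (30 uM) added for 1 hr, then Alexa 594 FP read.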
# Epigenetic derep = Quantitative High-Throughput Screen for Regulators of Epigenetic Control; 0.2% of 280,000 active; murine LDR cells, GFP reporter derepression, 30 h; Potency, µM (series often up to 53.9 µM), without a hit: top-dose GFP activation, most hits filed as activators; AID 1865, 2009; note: potency is the fitted concentration of half-maximal effect; % of control where 0% means no effect; nearly all actives have a fitted effect of over 60% in size
#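 Readout is the number of GFP-expressing murine LDR cells, counted by cytometry following washing. Cells were treated with compound for 30 h at 37 C; the stably integrated CMV-GFP locus is normally silent.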
# Active calls of the source: *; ? = inconclusive; . = not tested or not shown; [ ] = remark or other dose. Unless noted, calls come from the whole dose curve; as a rule, active = well fitted curve in the direction sought with a large enough effect; inconclusive = small, poorly fitted or top-dose-only effect, or another doubt; inactive = no such curve, though single readings can be large; an effect the other way counts as inactive or inconclusive. A portion of the library; count on the stated rates, not on these rows.
SMILES,NPSR antag,CBFb-RUNX1 inh,TRb-SRC2 inh,aGal spleen mod,Tau fluor cs,TR SRC2 fluor cs,Tau fibril FP,Epigenetic derep
CN(C)c1ccc(C(CNC(=O)Cc2ccc(Cl)cc2)N2CCOCC2)cc1 (stereo unspecified),.,.,7%,.,-25%,-3%,-7%,-2.8%
Cc1ccc(NS(=O)(=O)c2ccc(CCC(=O)N3CCCC3)cc2)cc1,-35%,2%,2%,-4%,-11%,1%,1%,-2.5%
CC(C)=CCC/C(C)=C/Cc1c(O)ccc(C(=O)/C=C/c2ccc(O)cc2)c1O,-30%,3%[2.36 µM],2%,1%,4.5µM*[quencher],-4%,7.9µM*,1.0%
CCCn1nc(Oc2nc(NCC)nc(NCC)n2)ccc1=O,-3%[46.1 µM],-3%,-7%,7%,5%,1%,8%,-1.1%
CCn1c(-c2ccco2)n[nH]c1=S,-3%[46.1 µM],8%,-8%,4%,0%,-2%,1%,-1.0%
O=C1[C@@H]2C(c3ccccc3Cl)=NO[C@@H]2C(=O)N1Cc1ccccc1,-5%[46.1 µM],12%,-13%,10%,-9%,0%,-4%,0.0%
COc1ccc(S(=O)(=O)N/N=C(/C)c2ccc(Cl)cc2)cc1,-8%[46.1 µM],1%,2%,8%,-15%,1%,2%,-1.1%
CCCCN(C)S(=O)(=O)c1ccc(C(=O)Nc2sc3c(c2C(N)=O)CC(C)(C)NC3(C)C)cc1,.,.,-2%,.,-2%,-1%,-1%,4.0%
CCOc1ccccc1N(CC(=O)NC1CCCCC1)S(C)(=O)=O,15%[7.67 µM],5%,-14%,-5%,32%,4%,5%,-2.8%
C=CCn1c(SCC(=O)Nc2c(C)n(C)n(-c3ccccc3)c2=O)nc2sc(C)c(C)c2c1=O,-6%[46.1 µM],1%,-1%,-5%,-6%,4%,4%,-1.0%
COc1ccc(C(=O)NCCn2cc(SCC(=O)Nc3ccccc3)c3ccccc32)cc1OC,.,.,5%,.,?,-7%,-8%,4.3%
OCCN1CCN(CCC=C2c3ccccc3Sc3ccc(Cl)cc32)CC1,.,-22%[21.7 µM],4%[53 µM],-5%[29.1 µM],.,0%[53 µM],.,-0.3%[16.9 µM]
CC(=O)Nc1cccc(NC(C)=C(C#N)C#N)c1,8%,-5%,-10%,4%,2%,1%,6%,-1.1%
CCSc1nnc(NC(NC(C)=O)(C(F)(F)F)C(F)(F)F)s1,16%,1%,-2%,3%,-5%,-1%,-4%,1.1%
Cc1ccc(SCC(=O)NCC(C)C)cc1,-13%[46.1 µM],-2%,-10%,-5%,2%,0%,3%,0.2%
O=C(O)c1ccc2c(=O)n(-c3ccc(F)c(Cl)c3)c(=S)[nH]c2c1,-24%,2%,-1%,6%,8%,5%,-6%,-0.3%
CC1=NNC(=O)C1CCC(=O)N/N=C(/C)c1ccc([N+](=O)[O-])cc1 (stereo unspecified),17%,-4%,-5%[53 µM],-3%,-5%,-3%[53 µM],2%,0.0%
CS(=O)(=O)Nc1ccccc1C(=O)Nc1cccc(Cl)c1,-16%[46.1 µM],11%,-14%,0%,-16%,-2%,9%,-0.9%
CCOC(=O)c1[nH]c2ccc(F)cc2c1NC(=O)c1cc(OC)c(OC)c(OC)c1,0%[46.1 µM],-1%,-8%,-9%,?,-2%,?,-0.9%
Oc1cccc2cc3cccc(O)c3c(O)c12,5%,-27%,-2%,2%,-21%,-29%,8%,2.6%
O=C(c1ccc2c(=O)n3c(nc2c1)CCCCC3)N1CCN(C(c2ccccc2)c2ccccc2)CC1,?,-10%,2%,-14%,-10%,-1%,6%,0.1%
Cn1c(COc2ccccc2)nnc1SCC(=O)Nc1ccc(N2CCOCC2)c(Cl)c1,-9%[46.1 µM],3%,1%,-1%,-15%,-2%,-6%,0.0%
CCOC(=O)Cn1nc(C)c(NC(=O)c2cccc([N+](=O)[O-])c2)c1C,0%,-4%,1%,-3%,-6%,-4%,1%,1.3%
C[C@H](N)c1nnc(SCC(=O)c2ccc(Cl)cc2)o1,11%[46.1 µM],-1%,-12%,-26%,-8%,3%,-14%,-6.2%

# Whole records as entered above. Order of screens: NPSR antag	CBFb-RUNX1 inh	TRb-SRC2 inh	aGal spleen mod	Tau fluor cs	TR SRC2 fluor cs	Tau fibril FP	Epigenetic derep
# `O=C(O)c1ccc2c(=O)n(-c3ccc(F)c(Cl)c3)c(=S)[nH]c2c1` in the list: -24%	2%	-1%	6%	8%	5%	-6%	-0.3%
# `Cc1ccc(SCC(=O)NCC(C)C)cc1` in the list: -13%[46.1 µM]	-2%	-10%	-5%	2%	0%	3%	0.2%
# `OCCN1CCN(CCC=C2c3ccccc3Sc3ccc(Cl)cc32)CC1` in the list: .	-22%[21.7 µM]	4%[53 µM]	-5%[29.1 µM]	.	0%[53 µM]	.	-0.3%[16.9 µM]

# Returning to the listing, repeating the two entries before the break.
SMILES,NPSR antag,CBFb-RUNX1 inh,TRb-SRC2 inh,aGal spleen mod,Tau fluor cs,TR SRC2 fluor cs,Tau fibril FP,Epigenetic derep
CCOC(=O)Cn1nc(C)c(NC(=O)c2cccc([N+](=O)[O-])c2)c1C,0%,-4%,1%,-3%,-6%,-4%,1%,1.3%
C[C@H](N)c1nnc(SCC(=O)c2ccc(Cl)cc2)o1,11%[46.1 µM],-1%,-12%,-26%,-8%,3%,-14%,-6.2%
COc1ccc2ccccc2c1/C=N/NC(=O)CC1(C)OCCCO1,-5%,6%,0%,-7%,1%,0%,1%,-1.5%
CC1CCC(C(=O)O)NC1c1cccc(N2CCOCC2)c1 (stereo unspecified),.,7%[13.1 µM],0%[11.2 µM],-1%[17.5 µM],-6%[11.6 µM],-7%[11.2 µM],-6%[11.6 µM],1.1%[10.1 µM]
Cc1ccccc1OCCSCc1nc2ccccc2[nH]1,9%,2%,-1%,2%,-25%,-3%,7%,0.0%
COc1ccccc1/C=N/n1c(N)c(C(=O)NC2CCCCC2)c2nc3ccccc3nc21,4%[46.1 µM],0%,-3%,-1%,-11%,-5%,-1%,2.3%
COc1ccc(C2=NN(Cc3ccccc3)C3C(=O)NC(=O)C23)cc1 (stereo unspecified),14%,-4%,-4%,-1%,-17%,-2%,6%,-1.3%
CCN(CC)c1ccc(N)cc1S(=O)(=O)Nc1ccccc1OC,-8%,-7%,-6%,-1%,-23%,0%,?,8.1%
O=C(CSc1nncs1)N1c2ccccc2Sc2ccccc21,15%[7.67 µM],-5%,3%,4%,-16%,2%,4%,1.5%
N#Cc1cn(Cc2ccccc2)c2ccccc12,2%[46.1 µM],?,-4%,1%,-24%,-4%,-13%,0.0%
CC(=O)C1=NN(c2ccc(Cl)cc2)C(c2ccc3c(c2)OCO3)N(C(C)=O)N1C (stereo unspecified),?,-19%,1%,2%,-22%,-1%,-4%,-0.3%
O=C(c1ccc(Cl)cc1)N1CCC(O)(CSc2ccc(Cl)cc2Cl)CC1,?,7%,-3%,1%,?,-13%,7%,15%
CCC(=O)N(CCc1ccccc1C)Cc1cc2cc3c(cc2[nH]c1=O)OCO3,-16%[46.1 µM],-9%,0%,11%,2%,3%,3%,-2.0%
Cc1ccccc1NC(=O)/C(C#N)=C\c1cc(C)n(-c2ccc(C(=O)O)cc2)c1C,-59%,-24%,3%,-9%,-5%,1%,10%,0.1%
COc1ccc2nc(/C(C#N)=C\c3ccc(C(=O)O)cc3)[nH]c2c1,-30%,-3%,-1%,-3%,-22%,-8%,4%,1.3%
CNC(=O)c1c(NC(=O)c2ccc(S(=O)(=O)N3CCCc4ccccc43)cc2)sc2c1CCN(C)C2,-33%,-3%,5%,-5%,-30%,2%,-2%,22µM*
CCNC(=S)N/N=C/c1cccc(C)c1,23%,-5%,5%,-6%,-7%,4%,0%,-2.0%
CC1=C(C)CC(C(=O)NNC(=O)c2ccccc2)C(C(=O)O)C1 (stereo unspecified),1%[46.1 µM],1%,-6%,9%,7%,-1%,1%,0.0%
COc1ccc(/C=C(\NC(=O)c2ccccc2)C(=O)N/N=C/c2sccc2C)cc1,-2%,1%,3%,2%,-17%,-1%,0%,-0.1%
CC(C)(C)NCc1cc2ccccc2[nH]c1=O,8%[46.1 µM],-5%,5%,0%,-3%,-4%,2%,-1.0%
O=C(N1CCCCCC1)N1CCN(C(=O)N2CCCCC2)CC1,-13%[46.1 µM],5%,-19%,2%,6%,1%,2%,0.0%
O=C(Cl)c1c(Cl)cccc1Cl,.,18%[21.7 µM],2%,11%,.,-1%,.,.
CC1CCN(c2c(NCC3CCC(C(=O)NCCC4=CCCCC4)CC3)c(=O)c2=O)CC1 (stereo unspecified),-28%,14%,8%,2%,3%,-1%,2%,-2.9%
CN(C)c1nc(SCC(=O)Nc2ccccc2)nc(N2CCOCC2)n1,12%,-12%,-5%,-4%,-6%,-4%,-2%,-2.4%
O=C(NCc1cccc(C(F)(F)F)c1)C1CC(c2cccc(F)c2)=NO1 (stereo unspecified),8%,19%,1%,7%,-1%,-1%,0%,-1.9%
